ERK AVP inh = inhibitors of vasopressin-stimulated ERK signaling pathway; 72,000 compounds, 0.99% hits; HEK293-V1b, vasopressin-stimulated pERK AlphaScreen; Potency, µM (top dose mostly 57.5 µM), for the others: at the highest dose activity, negative = inhibition, usual class: inhibitors; further: potency means the concentration at half of the fitted maximal effect; on the % scale 0 is the no-effect control and ±100 the full control effect; nearly all actives have a fitted effect of over 55% in size
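HEK293 cells stably expressing V1b receptor, preincubated 30 min at 37 °C with compound, then stimulated 5 min with 25 nM vasopressin. Phospho-ERK by AlphaScreen SureFire after 5 h RT; normalized to DMSO and vasopressin; AC50 by Hill fit.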
USP2a inh = blocks human ubiquitin-specific protease USP2a. O75604. USP2a enzymatic assay, qHTS inhibition. Potency, µM (series often up to 38.3 µM), for inactives: at the top dose activity change, negative = inhibition, actives largely listed as inhibitors. 60,000 compounds, 0.1% hits. AID 927;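 further: potency means the concentration at half of the fitted maximal effect; nearly all actives have a fitted effect of over 60% in size; plate controls were DMSO for no effect and NEM full inhibition control for full effect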
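USP2 core (20 nM final) was preincubated with compound for 30 min at RT in 20 mM Tris-HCl pH 8.0, 2 mM CaCl2, 2 mM beta-mercaptoethanol; Ub-PLA2 (20 nM) plus NBD C6-HPC (20 uM) then added, fluorescence read after 2.5 h.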
Caspase-1 inhib = allosteric or competitive inhibitors of human caspase-1. P29466. Caspase-1 enzyme, Ac-WEHD-AFC fluorogenic rate. Potency, µM (series often up to 57.5 µM), inactives show at the top dose activity change, negative = inhibition, actives largely listed as inhibitors. 75,000 compounds, 0.03% hits;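 further: potency means the concentration at half of the fitted maximal effect; plate controls were vehicle for no effect and no substrate for full effect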
Target sequence (P29466 120-297 limits assumed): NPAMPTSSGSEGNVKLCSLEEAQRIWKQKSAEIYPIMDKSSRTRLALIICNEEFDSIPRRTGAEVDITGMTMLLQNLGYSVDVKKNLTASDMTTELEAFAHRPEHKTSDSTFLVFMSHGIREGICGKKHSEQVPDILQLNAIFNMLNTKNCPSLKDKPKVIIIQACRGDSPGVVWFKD
Target sequence (P29466 317-404 limits assumed): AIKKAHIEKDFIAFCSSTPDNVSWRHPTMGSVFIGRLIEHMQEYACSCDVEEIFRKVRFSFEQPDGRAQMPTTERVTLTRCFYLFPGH
Tau filament bind = tau filament binding; P10636; recombinant tau filaments, thioflavin S fluorescence, 15 h; filaments grown with octadecylsulfate alongside compound; Potency, µM (series often up to 57.1 µM), for the others: top-dose activity change, negative = inhibition; 71,000 compounds, 2% hits;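 further: potency means the concentration at half of the fitted maximal effect; on the % scale 0 is the no-effect control and ±100 the full control effect; actives lower thioflavin S fluorescence by blocking filaments or displacing dye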
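His-tagged recombinant human tau (exons 2, 3 and 10 included), 1 uM, was induced to fibrillize by 30 uM sodium octadecylsulfate with compound present. After 15 h at 37 C, thioflavine S fluorescence (ex 450, em 510 nm) was read.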
CRE Fsk mod = modulators of forskolin-stimulated CRE signaling in CHO cells | CHO CRE-bla reporter (cAMP response element driving beta-lactamase), forskolin EC10, beta-lactamase ratio | Potency, µM (doses to about 38.2 µM), for inactives: top-dose activity change, negative = inhibition, most hits filed as activators | 71,000 compounds, 2.5% hits; active means well fitted activation curve with a large enough effect in the signal ratio, with a control signal flat, not every such curve was filed as active; inconclusive means small, poorly fitted or top-dose-only effect, or effect the other way, or a change in a side signal; the % refers to the signal ratio; further: potency means the concentration at half of the fitted maximal effect; % of control where 0% means no effect
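Titrated compounds plus EC10 NKH 477 on CHO CRE-bla cells, 3 h, 37 °C. CCF4, 2 h RT. Ratio 460/530 nm → AC50.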
Casp7 inh = caspase-7 (human) inhibition, allosteric or competitive; P55210; recombinant caspase-7, Ac-DEVD-AFC fluorescence rate; Potency, µM (highest dose often 57.5 µM), without a hit: at the highest dose activity change, negative = inhibition, hits mostly inhibitors; 75,000 compounds, 0.02% hits; AID 889; active means well fitted inhibition curve with a large enough effect in the main read-out, with a control signal flat, not every such curve was filed as active; inconclusive means small, poorly fitted or top-dose-only effect, or a change in a side signal; further: potency means the concentration at half of the fitted maximal effect; % of control where 0% means no effect
Target sequence (P55210 24-198 limits assumed): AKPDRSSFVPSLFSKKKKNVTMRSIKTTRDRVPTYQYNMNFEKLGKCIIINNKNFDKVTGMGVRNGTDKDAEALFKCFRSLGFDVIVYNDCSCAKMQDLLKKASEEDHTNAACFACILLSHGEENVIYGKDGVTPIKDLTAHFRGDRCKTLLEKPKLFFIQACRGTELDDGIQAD
Target sequence (P55210 207-303 limits assumed): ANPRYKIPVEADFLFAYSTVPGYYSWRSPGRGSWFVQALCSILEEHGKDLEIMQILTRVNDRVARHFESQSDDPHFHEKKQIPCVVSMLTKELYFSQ
FLuc inh = firefly luciferase inhibition | 72,000 compounds, 2.2% hits | purified firefly luciferase, luminescence, 8 min | Potency, µM (top dose mostly 57.1 µM), for inactives: at the top dose activity change, negative = inhibition, most hits filed as inhibitors | P08659; further: potency means the concentration at half of the fitted maximal effect; on the % scale 0 is the no-effect control and ±100 the full control effect; nearly all actives have a fitted effect of over 40% in size
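Compounds were tested as concentration series (qHTS) against purified P. pyralis luciferase with luciferin and 10 uM ATP in 50 mM imidazole pH 7.2, 50 mM KCl, 7 mM MgCl2, 0.01% Tween 20, 0.05% BSA. Luminescence was read after 8 min at ambient temperature.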
HEK293 cAMP cs = raises cAMP in parental HEK293 cells, TSHR agonist counter-screen; parental HEK293 CNG cAMP sensor, membrane potential fluorescence; Potency, µM (doses to about 57.1 µM), for inactives: at the top dose activation, actives largely listed as activators; 73,000 compounds, 2.5% hits; AID 938; further: potency means the concentration at half of the fitted maximal effect; % of control where 0% means no effect; nearly all actives have a fitted effect of over 55% in size
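Parental HEK 293 cells stably expressing a cAMP-gated CNG channel were loaded with membrane potential dye containing 100 uM RO 20-1724 for 60 min. Compound added for 30 min; depolarization read as fluorescence intensity at 590 nm.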
BRCT inh green = BRCA1 BRCT-phosphoprotein interaction inhibition. P38398. Potency, µM (highest dose often 76.9 µM), without a hit: top-dose activity change, negative = inhibition, actives largely listed as inhibitors. BRCA1 BRCT-phosphopeptide binding, green fluorescence polarization. 75,000 compounds, 0.05% hits;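 further: potency means the concentration at half of the fitted maximal effect; plate controls were peptide without protein for full effect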
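Fluorescence polarization: His-tagged BRCT (~35 kDa BRCA1 C-terminus, 250 nM) bound to 100 nM fluorescein-labeled phosphorylated 10-aa BACH1 peptide, pH 7.3 phosphate buffer with DTT and Tween 20. Compounds incubated 12 min at room temperature; inhibition read as lowered polarization.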
A350 fluor = A350 region autofluorescence | Compound autofluorescence, 340/450 nm, Alexa 350 dye-equivalents; hits give high values | max dye-equivalent concentration, M | 59,000 compounds, 11% hits | AID 590; in the data active means max dye-equivalent concentration above about 10 nM; inconclusive means mostly about 1.1 nM to 9.6 nM
BRCT PPI red = BRCT-phosphoprotein interaction inhibition (red fluorophore); BRCT-phosphopeptide binding, red fluorescence polarization; Potency, µM (series often up to 76.9 µM), without a hit: at the top dose activity change, negative = inhibition, hits mostly inhibitors; 75,000 compounds, 0.03% hits; AID 892; further: on the % scale 0 is the no-effect control and ±100 the full control effect
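Rhodamine-labelled pBACH1 10-mer (100 nM) bound to BRCT domain (100 nM) at pH 7.3; compounds incubated 12 min room temperature, polarization read. Free peptide defines full inhibition; unlabelled decapeptide titrated as control.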
* hit, by the source's call; i = inactive; ? = inconclusive; . = no result given; [ ] = another dose, or the depositor's remark. Unless noted, the call rests on the fitted dose curve; in most records, active means well fitted curve in the direction sought with a large enough effect; inconclusive means small, poorly fitted or top-dose-only effect, or another doubt; inactive means no such curve, though single readings can be large; an effect the other way counts as inactive or inconclusive.

#	canonical_smiles	ERK AVP inh	USP2a inh	Caspase-1 inhib	Tau filament bind	CRE Fsk mod	Casp7 inh
1	COc1ccc(CNC(=O)c2csnn2)cc1	11%	1%	3%	2%	0%	-1%
2	COC(=O)[C@@H]1C[C@@]2(O)[C@@H](O)[C@@H](O)[C@@H](O)C[C@H]2N1C/C=C/c1ccccc1	-11%	.	1%	.	.	0%
3	O=C(Cn1c(=O)oc2ccccc21)NCc1ccco1	0%	-8%	0%	-3%	-6%	3%
4	CNC(=O)C1(C)C=CC2(CCCCC2)N1C(=O)OC (stereo unspecified)	-26%	.	-1%	16%	-5%	1%
5	COc1cc(NC(=O)CS(=O)(=O)c2ccccc2)cc(OC)c1OC	2%	-4%	3%	-1%	12%	0%
6	O=C(COc1cccc(-n2cnnn2)c1)N1CCOCC1	23%	-5%	-1%	-12%	6%	0%
7	Cc1nn(-c2nc3ccccc3s2)c(N)c1-c1ccccc1	34%[activator]	8%	-3%	61%	25%	-1%
8	COc1ccc2[nH]cc(CCNc3ncnc4ccc(-c5ccccc5OC)cc34)c2c1	-30%	?	-5%	225%	-12%	-6%
9	COCCNC(=O)C(c1ccc(F)cc1)N(Cc1ccco1)C(=O)CCC(=O)Nc1nccs1 (stereo unspecified)	-11%	5%	1%	-3%	-6%	0%
10	CCOC(=O)N1CCC(NC(=O)CSCc2nc(-c3sccc3C)oc2C)CC1	-23%	.	-3%	10%	18%	-2%
11	O=C(NCCOC(=O)C1COc2ccccc2O1)C1COc2ccccc2O1 (stereo unspecified)	0%	9%[7.66 µM]	0%	-14%[11.4 µM]	?	0%
12	CCOC(=O)c1[nH]c(C)c(/C(O)=C2\C(=O)C(=O)N(CCN(C)C)C2c2ccco2)c1C (stereo unspecified)	-2%	5%	-3%	11%	10%	-3%
13	COc1ccc(S(=O)(=O)N2CCC(C(=O)N3CCCCCC3)CC2)cc1	12%	1%	3%	-8%	4%	1%
14	N#Cc1c2n(c3c(=O)n(Cc4ccc(Cl)cc4)cnc13)CCCC2	-15%	36%[activator]	-1%	40%	10µM*	-1%
15	Cc1cc(NC(=O)CCn2c(=O)sc3ccccc32)no1	8%	-10%	5%	-16%	-14%	1%

#	FLuc inh	HEK293 cAMP cs	BRCT inh green	A350 fluor	BRCT PPI red
1	0%	4%	-3.3%	i	-1.9%
2	.	.	-2.1%	.	-2.8%
3	0%	-3%	-0.9%	i	-0.3%
4	.	2%	-2.7%	.	-1.2%
5	0%	7%	0.5%	i	1.5%
6	2%	4%	-1.3%	i	-1.2%
7	4µM*	-12%	4.6%	i	1.1%
8	1%[2.29 µM]	-13%	-6.7%	i	-0.6%
9	0%	13%	0.4%	i	-1.6%
10	2%	17%	-0.3%	.	0.4%
11	-1%	-1%[11.4 µM]	-0.5%	.	-0.3%
12	2%	3%	-3.8%	1.1e-08M*	-0.9%
13	-28%	2%	-2.1%	i	-1.0%
14	-1%	4%	-0.1%	.	-0.6%
15	0%	17%	-3.0%	i	-1.5%

Three entries out of the list above, arranged by the value under USP2a inh, descending.
| no. | molecule | USP2a inh | Caspase-1 inhib | Tau filament bind | CRE Fsk mod | Casp7 inh | FLuc inh | BRCT inh green | A350 fluor | BRCT PPI red |
| --- | --- | --- | --- | --- | --- | --- | --- | --- | --- | --- |
| 12 | CCOC(=O)c1[nH]c(C)c(/C(O)=C2\C(=O)C(=O)N(CCN(C)C)C2c2ccco2)c1C (stereo unspecified) | 5% | -3% | 11% | 10% | -3% | 2% | -3.8% | 1.1e-08M* | -0.9% |
| 13 | COc1ccc(S(=O)(=O)N2CCC(C(=O)N3CCCCCC3)CC2)cc1 | 1% | 3% | -8% | 4% | 1% | -28% | -2.1% | i | -1.0% |
| 15 | Cc1cc(NC(=O)CCn2c(=O)sc3ccccc32)no1 | -10% | 5% | -16% | -14% | 1% | 0% | -3.0% | i | -1.5% |

The list continues:
#	canonical_smiles	ERK AVP inh	USP2a inh	Caspase-1 inhib	Tau filament bind	CRE Fsk mod	Casp7 inh
16	Cc1cc(C)c2[nH]c(=O)c(CN(Cc3ccc4c(c3)OCO4)Cc3nnnn3C3CCCC3)cc2c1	20%	23%	?	11%	2%	-21%
17	O=C(O)c1ccccc1C(=O)NCc1ccc(F)cc1	-12%	-5%	-1%	7%	?	1%
18	C=C1CC2C=C(NC(C)=O)CC(C1)C2 (stereo unspecified)	15%	-3%	1%	-10%	-4%	2%
19	COCc1cc(C)nc(SCC(=O)NCc2ccco2)c1C#N	-12%	4%	0%	7%	2%	0%
20	COc1ccccc1C(=O)NC(C)C(c1cccs1)N1CCOCC1 (stereo unspecified)	-26%	10%	-1%	-8%	12%	1%
21	CC1(C)CC(=O)C(C=NCC2CCCO2)=C(O)C1 (stereo unspecified)	-18%	-3%[7.66 µM]	-1%	9%[11.4 µM]	?	1%
22	O=C(COc1ccccc1Br)c1ccc(O)cc1O	?	-7%	-9%	5%	-11%	-2%
23	CCCNc1ncccc1C(N)=O	-8%	2%	2%	-10%	5%	-2%
24	Cc1ccc(-n2ncc(C#N)c2/N=C/N2CCOCC2)cc1	-21%	40%[activator]	-3%	206%	?	-4%
25	O=C(O)CN1C(=O)Nc2ccc(Br)cc2C1c1ccccc1 (stereo unspecified)	0%	-5%	-2%	-4%	2%	-1%
26	O=C(c1cnccn1)N1CCC[C@@]2(CCN(Cc3nccs3)C2)C1	1%	13%	-2%	8%	?	-2%
27	CSC1=N/C(=C\C=C\c2cccs2)C(=O)S1	?	28%	-4%	-13%	-15%	-9%
28	Cc1cc(C)cc(-n2nnnc2SCC(=O)Nc2cccc(NC(=O)c3ccco3)c2)c1	-14%	29%	-5%	i	20%	-2%
29	NC(=O)CC(NC(=O)OCc1ccccc1)C(=O)O (stereo unspecified)	13%	7%	0%	-5%	-2%	-1%
30	O=C(OCC#CCSc1nc2ccccc2o1)c1ccco1	103%[activator]	-12%	0%	-1%	-8%	-3%

#	FLuc inh	HEK293 cAMP cs	BRCT inh green	A350 fluor	BRCT PPI red
16	-6%	?	8.1%	?	3.8%
17	4%	0%	-3.8%	i	1.2%
18	-1%	1%	-4.7%	.	-2.0%
19	3%	6%	-0.1%	i	-0.3%
20	3%	10%	-0.7%	i	-0.5%
21	-1%	2%[11.4 µM]	-1.5%	.	-0.3%
22	-3%	-6%	2.5%	i	0.2%
23	1%	5%	-2.7%	2.1e-07M*	-0.4%
24	-25%	10%	0.8%	i	1.4%
25	-10%	4%	0.5%	i	0.6%
26	0%[11.4 µM]	4%	-1.7%	i	-2.0%
27	-23%	0%	8.7%	.	0.6%
28	-2%	-2%	-1.4%	i	0.1%
29	3%	12%	-0.8%	i	0.6%
30	4%	?	3.7%	i	2.0%

As a working copy, 2 of the compounds above.
#	canonical_smiles	ERK AVP inh	USP2a inh	Caspase-1 inhib	Tau filament bind	CRE Fsk mod	Casp7 inh
29	NC(=O)CC(NC(=O)OCc1ccccc1)C(=O)O (stereo unspecified)	13%	7%	0%	-5%	-2%	-1%
30	O=C(OCC#CCSc1nc2ccccc2o1)c1ccco1	103%[activator]	-12%	0%	-1%	-8%	-3%

#	FLuc inh	HEK293 cAMP cs	BRCT inh green	A350 fluor	BRCT PPI red
29	3%	12%	-0.8%	i	0.6%
30	4%	?	3.7%	i	2.0%

Next part.
#	canonical_smiles	ERK AVP inh	USP2a inh	Caspase-1 inhib	Tau filament bind	CRE Fsk mod	Casp7 inh
31	N#Cc1c(-c2cccs2)cc(-c2cccnc2)nc1N	-28%	0%	?	1%	4µM*	-22%
32	CCOC(=O)c1ccc(NC(=O)CSc2nnc(Cn3c(=O)sc4ccccc43)n2C)cc1	1%	.	0%	i	3%	0%
33	O=C(Nc1ccccc1)N1CCCC2(CCN(C(=O)c3cccc(F)c3)CC2)C1	2%	17%	0%	7%	-10%	1%
34	CCCc1c(OCCCOc2ccc(OCC(=O)O)cc2)ccc(CC=O)c1O	0%	.	-2%	?	0.1µM*	-6%
35	CCc1ccccc1NC(=O)CC(O)(C(=O)OC)C(F)(F)F (stereo unspecified)	-16%	-3%	0%	1%	-1%	0%
36	CCOC(=O)Nc1sc2c(c1C(=O)OCC)CCC2	11%	-2%	-4%	-5%	16%	0%

#	FLuc inh	HEK293 cAMP cs	BRCT inh green	A350 fluor	BRCT PPI red
31	0%	5%	-0.4%	1.5e-06M*	-1.0%
32	1%	2%	-0.8%	.	1.3%
33	0%[11.4 µM]	9%	-2.2%	i	0.1%
34	-2%	?	0.9%	.	1.5%
35	0%	8%	1.4%	i	0.3%
36	-1%	12%	0.0%	i	-0.3%

Source: PubChem
